# Assay outcomes: PubChem BioAssay, National Center for Advancing Translational Sciences (NCATS)
# PKM2 act: increases activity of human pyruvate kinase M2; purified PKM2, Kinase-Glo ATP luminescence, activation; response scale: 0% is enzyme alone, no compound; Potency, µM (top dose mostly 57.5 µM), inactives show top-dose activation, hits mostly activators; AID 1631; 260,000 compounds, 0.34% hits; P14618; also: potency is read from the fitted curve at half-maximal effect; % is scaled to controls: 0 for no effect and ±100 for the full control effect; nearly all actives have a fitted effect of over 55% in size
# Target sequence (P14618 whole entry, looked up): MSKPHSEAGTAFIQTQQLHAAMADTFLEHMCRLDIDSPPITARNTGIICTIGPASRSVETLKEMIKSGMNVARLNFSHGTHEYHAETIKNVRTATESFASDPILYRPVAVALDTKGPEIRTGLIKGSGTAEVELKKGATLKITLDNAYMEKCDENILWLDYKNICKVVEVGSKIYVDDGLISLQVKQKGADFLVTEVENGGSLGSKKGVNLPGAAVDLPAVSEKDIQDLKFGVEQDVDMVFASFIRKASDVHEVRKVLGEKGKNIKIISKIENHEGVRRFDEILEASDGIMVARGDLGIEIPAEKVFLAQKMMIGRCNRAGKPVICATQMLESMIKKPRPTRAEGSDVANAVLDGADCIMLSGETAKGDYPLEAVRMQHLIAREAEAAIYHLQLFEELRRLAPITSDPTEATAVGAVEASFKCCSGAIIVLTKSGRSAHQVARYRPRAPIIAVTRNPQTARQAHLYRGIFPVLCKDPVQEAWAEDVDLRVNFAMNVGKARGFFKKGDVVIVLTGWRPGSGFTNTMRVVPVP
#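 Purified hPK-M2 (>95% pure) converted ADP (0.1 mM final) to ATP with 0.5 mM PEP in 50 mM imidazole pH7.2, KCl, MgCl2, Tween 20, BSA; 1 h at room temperature. ATP detected by Kinase-Glo luminescence.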
# a7 integrin act: activators of alpha7 integrin expression for muscular dystrophy; Potency, µM (highest dose often 38.3 µM), inactives show at the highest dose activation, actives largely listed as activators; 350,000 compounds, 0.064% hits; alpha7betagal myoblasts, beta-gal FDG fluorescence, 48 h;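 also: potency is read from the fitted curve at half-maximal effect; 100% = response of the positive control SU9516; nearly all actives have a fitted effect of over 60% in size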
#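 alpha7betagal+/- myoblasts (passage 13, 250/well) treated 48 h at 37C with compounds at 1:260 dilution of DMSO stock. Lysed, then beta-galactosidase activity read as FDG fluorescence (ex 480/em 540) after 30 min, with pre-read for autofluorescence.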
# Tb PFK inh: inhibitors of T. brucei phosphofructokinase. Potency, µM (series often up to 57.5 µM), for the others: at the top dose activity, negative = inhibition, hits mostly inhibitors. O15648. AID 485367. 330,000 compounds, 0.17% hits. T. brucei PFK, ADP-Glo luminescence;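 also: potency is read from the fitted curve at half-maximal effect; 0% = uninhibited 1x PFK enzyme wells and -100% = no-enzyme wells; nearly all actives have a fitted effect of over 60% in size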
#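 Luminescent ADP detection (ADP-Glo, two-step: ATP depletion then ADP-to-ATP conversion for luciferase) reported PFK activity after 45 min room-temperature reaction of 1.25 nM enzyme with 0.5 mM F6P and 0.1 mM ATP at pH 8.0.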
# Coupling enz: counter-screen for Giardia aldolase inhibitors: coupling enzyme system; coupling enzyme system counterscreen, AmpLite Red fluorescence; activity change, negative = inhibition, % at 58.2 µM, hits read low; 290,000 compounds, 0.67% hits; AID 2472; in the data active = activity change below about -30%; also: % is scaled to controls: 0 for no effect and ±100 for the full control effect
#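 Fluorescence at 525 nm excitation and 598 nm emission measured inhibition of the coupled detection system without aldolase. Compounds (at 57.5 uM final) were preincubated 10 min at room temperature with coupling enzyme reagent before a 20 min substrate/AmpLite Red step.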
# TSG101-PTAP inh: blocks PTAP/TSG101 interaction to inhibit HIV-1 budding | Fluorescence polarization, FITC-PTAP peptide / Tsg101 binding | 340,000 tested, under 10 active | Q99816 | Potency, µM (titrated, usually from 115 µM), without a hit: at the highest dose activity change, negative = inhibition, hits mostly inhibitors; active = well fitted inhibition curve with a large enough effect in the main read-out, with a control signal flat, not every such curve was filed as active; inconclusive = small, poorly fitted or top-dose-only effect, or effect the other way, or a change in a side signal; inactive = no such curve, though single readings can be large or run the other way; also: potency is read from the fitted curve at half-maximal effect; % of control where 0% means no effect
#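 Tsg101 binding domain (10 uM final) was mixed with compound and a FITC-labeled PTAP peptide (50 nM final) in HEPES pH 7.5 buffer with NaCl, Tween 20, EDTA and TCEP; fluorescence polarization was read after 20 min at r.t.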
# Menin MLL FP TR: menin-MLL binding inhibition, Texas Red mutant peptide; O00255; Menin + Texas Red MLL mutant peptide, fluorescence polarization; Potency, µM (top dose mostly 61.6 µM), without a hit: at the highest dose FP activity change, negative = inhibition, most hits filed as inhibitors; 270,000 compounds, 0.23% hits; AID 1768; active = well fitted inhibition curve with a large enough effect in the polarisation, with a control signal flat, not every such curve was filed as active; inconclusive = small, poorly fitted or top-dose-only effect, or effect the other way, or a change in a side signal; inactive = no such curve, though single readings can be large or run the other way; the % refers to the polarisation; also: potency is read from the fitted curve at half-maximal effect; % of control where 0% means no effect; many of its hits are not listed in these tables
# Giardia kill: kills Giardia lamblia; Giardia lamblia trophozoite viability; AID 540267; activity change, % at 7.66 µM, hits read low; 340,000 compounds, 0.15% hits; in the data active = activity change below about -80%; inconclusive = between about -30% and that limit;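 also: parasites exposed to compound for two days anaerobically before the ATP read; % is scaled to controls: 0 for no effect and ±100 for the full control effect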
#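 Compounds were tested on trophozoites seeded at 100 cells/well and held 48 hrs at 37 deg C anaerobically. An ATP-based luminescent kit measured the remaining live cells.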
# S-ASM inh: human S-ASM enzyme inhibition; P17405; placental ASM, HMU-PC fluorogenic substrate, 60 min; Potency, µM (highest dose often 57.5 µM), inactives show top-dose activity change, negative = inhibition, usual class: inhibitors; 340,000 compounds, 0.006% hits; also: potency is read from the fitted curve at half-maximal effect
#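 Steps: dispense placental human ASM, pin compound, wait 10 min at room temperature, add HMU-PC0 substrate at 9 uM final, incubate 60 min at 37 °C, add stop solution raising pH to 10, read fluorescence.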
# BCR signal inh: blocks chronic active B-cell receptor signaling. AID 493014. 340,000 compounds, 0.05% hits. ABC-DLBCL IkBa-CBG/CBR reporter, luminescence ratio, 4 h. Potency, µM (top dose mostly 46.1 µM), without a hit: top-dose ratio change, negative = lower green/red ratio, usual class: inhibitors; active = well fitted inhibition curve with a large enough effect in the signal ratio, with a control signal flat, not every such curve was filed as active; inconclusive = small, poorly fitted or top-dose-only effect, or effect the other way, or a change in a side signal; the % refers to the signal ratio;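 also: potency is read from the fitted curve at half-maximal effect; plate controls were basal doxycycline-induced cells for no effect and cells given 10 µM MG132 for full effect; MG132 reads +100%, hits lower the ratio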
#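 TMD8 ABC-DLBCL cells carrying doxycycline-inducible green luciferase fused to IkappaBalpha plus unfused red luciferase were exposed to compounds (up to 46 uM) for 4 hrs at 37C. Activity came from the overlap-corrected green/red luminescence ratio.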
# GALK inhibitor: galactokinase (human) inhibition; P51570; Purified GALK, Kinase-Glo residual ATP luminescence; Potency, µM (top dose mostly 57.5 µM), without a hit: top-dose activity change, negative = inhibition, actives largely listed as inhibitors; 270,000 compounds, 0.007% hits; also: potency is read from the fitted curve at half-maximal effect; % is scaled to controls: 0 for no effect and ±100 for the full control effect
# Target sequence (P51570 whole entry, looked up): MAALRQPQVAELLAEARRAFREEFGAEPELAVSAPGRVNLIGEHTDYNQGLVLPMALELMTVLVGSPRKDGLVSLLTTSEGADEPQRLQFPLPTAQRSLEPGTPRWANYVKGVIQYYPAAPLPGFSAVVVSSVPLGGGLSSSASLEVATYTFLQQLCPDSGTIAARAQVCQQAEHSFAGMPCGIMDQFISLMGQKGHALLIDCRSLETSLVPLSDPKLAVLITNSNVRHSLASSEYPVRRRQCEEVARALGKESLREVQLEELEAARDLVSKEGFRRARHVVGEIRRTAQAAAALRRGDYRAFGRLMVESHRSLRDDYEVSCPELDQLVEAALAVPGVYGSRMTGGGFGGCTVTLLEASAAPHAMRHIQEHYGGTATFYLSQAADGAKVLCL
#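 ATP-depletion format; final 35 uM ATP, 100 uM D-galactose, 5 nM enzyme; pH 8.0 HEPES/Mg2+ buffer; 60 min RT; luminescence read 10 min after detection reagent.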
# B2AR arrestin: agonists driving beta-arrestin recruitment to human beta2-adrenergic receptor; P07550; beta-arrestin recruitment to beta2AR, cell-based reporter; Potency, µM (titrated, usually from 46.1 µM), inactives show at the top dose activation, usual class: activators; 330,000 compounds, 0.02% hits;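 also: potency is read from the fitted curve at half-maximal effect; 0% = DMSO controls and full agonism = EC100 isoproterenol or metaproterenol; nearly all actives have a fitted effect of over 65% in size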
# Active calls of the source: *; i = inactive; ? = inconclusive; nt = no result given; & = joins results of further samples; [ ] = another dose, or the depositor's remark. Unless noted, calls follow the shape of the dose curve; as a rule, active = well fitted curve in the direction sought with a large enough effect; inconclusive = small, poorly fitted or top-dose-only effect, or another doubt; inactive = no such curve, though single readings can be large; an effect the other way counts as inactive or inconclusive. An excerpt; count on the stated rates, not on these rows.
no.	Structure	PKM2 act	a7 integrin act	Tb PFK inh	Coupling enz	TSG101-PTAP inh	Menin MLL FP TR	Giardia kill	S-ASM inh	BCR signal inh	GALK inhibitor	B2AR arrestin
1	O=C(O)c1cccc(-n2c(/C=C/c3cccc([N+](=O)[O-])c3)nc3ccccc3c2=O)c1	nt	25%	1%	5	-1%	?	-9	4%	-1%	-2%	-0.4%
2	Cc1nc(SCC(=O)NCC2CCCO2)c2c3c(sc2n1)CCCC3 (stereo unspecified)	6%	-18%	-3%	1	-2%	-14%	?	27%	-2%	-4%	0.5%
3	CC12CCC(CC1=O)C2(C)C (stereo unspecified)	nt	-7%	-8%	nt	-7%	nt	-24	4%	?	nt	-0.2%
4	CCNC(=S)N1CCC(C(O)(c2ccccc2)c2ccccc2)CC1	-1%	-12%	0%	1	-2%	2%	-2	0%	1%	0%	-0.5%
5	COc1cc(CC(=O)OCC(=O)NCc2ccc(C)cc2)cc(OC)c1OC	nt	0%	1%	nt	1%	nt	14	1%	0%	nt	-1.0%
6	O=C(N/N=C/c1c[nH]c2c1ccc1ccccc12)c1ccc([N+](=O)[O-])cc1	1%	-2%	-2%	-1	-5%	?	3	0%	2%	2%	-0.4%
7	CCOC(=O)Nc1ccccc1C(=O)Nc1cc(C)cc(C)c1	-2%	4%	0%	-4	-5%	38%[activator]	7	-4%	-1%	8%	-0.7%
8	Cc1[nH]c2ccc(C(=O)NCCCN3CCOCC3)cc2c1C	nt	29%	-5%	nt	-5%	nt	?	3%	1%	3%	-0.9%
9	COc1ccc(CCNC(=O)c2ccc(C)s2)cc1OC	2%	-2%	-4%	3	-2%	0%	7	-1%	-1%	0%	-0.1%
10	COc1ccccc1N1CCN(/N=C\c2sccc2C)CC1	3%	4%	1%	2	-2%	-1%	-21	-4%	-20%	1%	0.0%
11	Cc1cc(-c2cc(-c3ccc(Cl)cc3)nc(N)c2C#N)co1	?	0%	-8%	-9	-3%	nt	11	i	25%	-6%	-0.1%
12	O=C(c1ccc(S(=O)(=O)N2CCCC2)cc1)N1CCCCC1	nt	-31%	-6%	nt	-1%	nt	-1	nt	13%	nt	-0.4%
13	C[C@H](CO)N1C[C@H](C)[C@@H](CN(C)C(=O)Nc2ccc(C(F)(F)F)cc2)Oc2c(NC(=O)CCC(F)(F)F)cccc2C1=O	nt	8%	2%	nt	-11%	nt	17	-13%	?	nt	-0.2%
14	O=C(NNC(=S)Nc1ccc(F)cc1)[C@H]1C[C@@H]1c1ccccc1	-14%	11%	-12%	0	-1%	nt	-16	0%	?	1%	11%
15	COc1ccc(-c2cc(C(=O)N3CCCc4ccccc43)no2)cc1OC	-2%	10%	-9%	5	-6%	8%	-11	1%	?	-1%	-0.5%
16	CCn1c(O)c(N=NC2=NC(=O)CS2)c2ccccc21	-15%	-13%	-6%	-4	-5%	1%	-29	-12%	-1%	1%	-4.0%
17	CCc1ccc(OCC(=O)NNC(=S)NC(=O)C2CC2)c(Br)c1	nt	-3%	2%	nt	-5%	nt	2	-2%	5%	-2%	-0.1%
18	CN(C)c1ccc(C2CC(=O)C=C(Nc3ccccc3N)C2)cc1 (stereo unspecified)	14%	27%	-1%	-4	-2%	nt	-20	-1%	7%	6%	2.9%
19	COc1ccc(-n2cnnc2SCc2csc(-c3ccccc3)n2)cc1	3%	-6%	-8%	0	-4%	-17%	-5	-4%	-5%	4%	-0.5%
20	O=C(Nc1nc2c(s1)CCCC2)c1ccc(Br)s1	-1%	16%[7.66 µM]	3%	-7	-10%	?	-6	-7%	?	-3%	0.0%
21	Cc1cccc(NC(=S)N2CCC(NC(=O)c3cccc(F)c3)CC2)c1	-9%	-2%	0%	1	-4%	5%	32[activator]	5%	5%	-1%	-0.2%
22	Cc1ccc(CC2CC(=O)N(c3ncccn3)C2=O)cc1 (stereo unspecified)	2%	11%	1%	-2	1%	nt	0	2%	0%	-3%	0.6%
23	Nc1nc(SCC(=O)Nc2ccccc2-c2ccccc2)n[nH]1	2%	12%	-9%	-1	2%	-23%	-3	-1%	-6%	0%	-0.2%
24	COC(=O)c1cc2occc2n1Cc1nc(-c2ccc(Cl)cc2)oc1C	2%	21%	0%	0	1%	5%	11	-1%	0%	nt	-0.5%
25	COC(=O)CCN1CCN(S(=O)(=O)c2cccc(Br)c2)CC1	2%	-8%	-6%	-1	0%	12%	2	-2%	?	0%	0.3%

# Reprinted at random: three compounds from above, in no set order.
no.	Structure	PKM2 act	a7 integrin act	Tb PFK inh	Coupling enz	TSG101-PTAP inh	Menin MLL FP TR	Giardia kill	S-ASM inh	BCR signal inh	GALK inhibitor	B2AR arrestin
11	Cc1cc(-c2cc(-c3ccc(Cl)cc3)nc(N)c2C#N)co1	?	0%	-8%	-9	-3%	nt	11	i	25%	-6%	-0.1%
25	COC(=O)CCN1CCN(S(=O)(=O)c2cccc(Br)c2)CC1	2%	-8%	-6%	-1	0%	12%	2	-2%	?	0%	0.3%
12	O=C(c1ccc(S(=O)(=O)N2CCCC2)cc1)N1CCCCC1	nt	-31%	-6%	nt	-1%	nt	-1	nt	13%	nt	-0.4%

# Along the list, from the results shown.
# Entries 11 to 19 in B2AR arrestin read -0.1%, -0.4%, -0.2%, 11%, -0.5%, -4.0%, -0.1%, 2.9%, -0.5%
# Entries 11 to 19 in Giardia kill read 11, -1, 17, -16, -11, -29, 2, -20, -5
# Entries 11 to 19 in Tb PFK inh read -8%, -6%, 2%, -12%, -9%, -6%, 2%, -1%, -8%

# More records follow:
nr | compound | PKM2 act | a7 integrin act | Tb PFK inh | Coupling enz | TSG101-PTAP inh | Menin MLL FP TR | Giardia kill | S-ASM inh | BCR signal inh | GALK inhibitor | B2AR arrestin
26 | O=C(Nc1ccccc1-c1nnn(CC(=O)N2CCOCC2)n1)c1ccc(F)cc1 | 0% | 13% | -1% | 4 | -3% | 12% | 6 | 0% | 4% | 0% | 0.1%
27 | CCCN(C(=O)c1cccs1)c1c(N)n(Cc2ccccc2)c(=O)[nH]c1=O | nt | -9% | -3% | nt | 1% | nt | -14 | 2% | ? | nt | 0.0%
28 | Cc1ccc(S(=O)(=O)CC(=O)N(C)C)cc1 | 5% | 20% | 0% | -1 | -4% | 11% | 5 | -1% | ? | -3% | 0.1%
29 | Cc1nn(C)cc1CNC(=O)c1ccccc1Br | 10% | 13% | -9% | 5 | -3% | -17% | 3 | -1% | -3% | -3% | 0.1%
30 | O=C1CN(C(=O)CSc2nc3ccccc3n2CCc2ccccc2)c2ccccc2N1 | 0% | 12% | -1% | -2 | -1% | -11% | -12 | -1% | 2% | 0% | -0.3%
31 | CCSc1nnc(NC(=O)CC)s1 | 0% | 15% | 3% | 0 | 1% | 7% | 7 | 3% | 14% | 3% | 0.1%
32 | O=C(Nc1cccc(C(F)(F)F)c1)C(Sc1ncnc2ccccc12)c1ccccc1 (stereo unspecified) | -3% | -14% | 1% | 4 | -7% | 4% | 9 | ? | 16% | 1% | -0.5%
33 | CCCCN(C)CCCNC(=O)CN1C(=O)CSc2ccc(S(=O)(=O)N3CCOCC3)cc21 | 5% | -20% | -1% | 2 | -1% | -19% | -16 | 9% | -1%&-4% | nt | -0.6%
34 | O=C(CSc1ccccc1F)NC(=O)c1ccccc1Br | nt | 19% | -1% | nt | -5% | nt | ? | 2% | 4% | nt | -0.4%
35 | COc1ccc(/C=N/NC(=S)Nc2c(C)n(C)n(-c3ccccc3)c2=O)cc1OC | -5% | -1% | -2% | 1 | -6% | nt | -2 | -1% | 23% | -2% | 0.1%
36 | CSc1nc(C)cc(SCC(=O)Nc2ccc(Cl)cc2Cl)n1 | 3% | -17% | -4% | 0 | -3% | 11% | 12 | -2% | 5% | 1% | -0.3%
